Compound activity as filed in PubChem BioAssay.
Hsp70 displacement: Hsp70 inhibitors, probe displacement, primary screen, biochemical, fluorescence polarization (AID 583). Hsp70 fluorescence polarization probe displacement, mP; higher % means a stronger effect. displacement, % at 20 µM; hits with a dose series show IC50 in µM. hit rate 0.06% among 140,000; in the data active means displacement above about 50%;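 further: plate controls were vehicle for no effect and reference ligand for full effect; a part of the inactive calls stands beside numbers as strong as those of hits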
Rat MKP-3 inhibitors: inhibition of rat DUSP6 enzyme activity – biochemical, in vitro, primary screen (AID 425); recombinant MKP-3 phosphatase activity, fluorescence; higher % means a stronger effect; inhibition, % at 20 µM, or IC50 in µM where a hit was titrated; hit rate 0.17% among 110,000; in the data active means inhibition above about 50%;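 further: plate controls were vehicle for no effect and reference inhibitor for full effect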
* hit, by the source's call; . = no result given; & = joins results of further samples. These rows are one share of the data (hit frequency here may not be typical).

SMILES	Hsp70 displacement	Rat MKP-3 inhibitors
O=C(N/N=C/c1cc([N+](=O)[O-])ccc1O)Nc1ccccc1	2.6%	4.9%
CCC(=O)Nc1ccc(NC(=O)CSc2nnc(C(C)C)n2C)cc1	4.2%	-13.7%
O=C(Nc1ccccc1)N1CCC(c2ccccc2)C1 (stereo not drawn)	-0.4%	1.7%
COc1cc(NC(=O)C2CC2)c(C(=O)O)cc1OC	-2.3%	1.0%
Cc1cccc2cc(CN(Cc3ccc(F)cc3)C(=O)N3CCOCC3)c(=O)[nH]c12	0.0%	.
COc1ccc(CN2CCN(C3CCC(c4ccccc4)CC3)CC2)c(OC)c1 (stereo not drawn)	3.0%	4.4%
COc1cccc(C2=NOC(C(=O)Nc3cccc(C(C)=O)c3)C2)c1 (stereo not drawn)	18.0%	-1.1%
CCOC(=O)Cn1c2c(c(=N)c3c1CCC3)CCC2	-1.0%	-5.2%
Cc1c(C(=O)O)sc2ncnc(N3CCCCC3C)c12 (stereo not drawn)	.	-3.2%
Cc1cc(NC(=O)CSc2ccc3nnc(-c4ccc(F)cc4)n3n2)no1	-0.8%	3.2%
CCCCN(C)CCNC(=O)Cn1c(=O)sc2ccccc21	-2.7%	-4.2%
O=C(c1cccc(C(=O)N2CCN(c3ccc(F)cc3)CC2)c1)N1CCN(c2ccc(F)cc2)CC1	-0.5%	2.3%
Cc1ccc2nc(-c3ccc(N)cc3)oc2c1	-1.4%	1.5%
O=C(NCC1CCCO1)C1CCN(S(=O)(=O)Cc2ccccc2)CC1 (stereo not drawn)	-0.8%	-18.4%
O=C(NC1CCCCC1)N(Cc1ccc(F)cc1)Cc1nc2ccccc2c(=O)[nH]1	2.7%	7.1%
Cc1nn(Cc2ccc(Cl)cc2)c2sc(C(=O)OCC(N)=O)cc12	4.3%	.
Cc1ccc(-c2nc3ncccn3c2NC2CCCC2)o1	.	2.6%
COc1ccc(N(C)CN2C(=O)CSC2=O)cc1	-0.4%	3.0%
CCN(CC)Cc1c(O)ccc2c(=O)c(Oc3ccccc3Br)c(C(F)(F)F)oc12	1.4%	0.8%
Cc1cccc(C)c1NC(=O)CSc1nc2ccccc2c(=O)[nH]1	4.1%	.
COC(=O)c1ccc(NS(=O)(=O)c2ccc(OC)cc2)cc1	3.0%&-4.6%	-10.4%&5.3%
N#C/C(=C/c1cccc(F)c1)C(=O)Nc1cccc(Br)c1	0.0%	3.2%
COc1ccc(C2CC(C(F)(F)F)n3nc(C(=O)Nc4ccc(C(C)O)cc4)c(Cl)c3N2)cc1 (stereo not drawn)	-0.6%	-0.3%
COc1cccc(-c2nc3n(n2)C(c2ccccc2Cl)C(C(N)=O)=C(C)N3)c1 (stereo not drawn)	3.5%	-3.0%
COc1nnc(-c2ccc(N3CCCCC3)c(N)c2)c2ccccc12	-2.2%	.
COC1=C(C(C)(C)C)C(=O)C(=O)C(C(C)(C)C)=C1OC	3.3%	-11.0%
CCCOC(=O)C1=C(C)NC2=C(C(=O)C(C(=O)OC)C(C)C2)C1c1ccc(N(C)C)cc1 (stereo not drawn)	-0.5%	-4.4%
CC(C)Oc1ccc(NC(=O)C2CCCNC2=O)cc1 (stereo not drawn)	-1.7%	-15.5%
CCc1ccc2[nH]c(=O)c(CN(Cc3ccc(OC)cc3)Cc3nnnn3CCOC)cc2c1	-2.4%	5.0%
CCN(CCO)C1CC(=O)N(c2ccccc2C)C1=O (stereo not drawn)	1.9%	-7.9%

Fetched one by one from the entries so far:
SMILES	Hsp70 displacement	Rat MKP-3 inhibitors
N#C/C(=C/c1cccc(F)c1)C(=O)Nc1cccc(Br)c1	0.0%	3.2%
CC(C)Oc1ccc(NC(=O)C2CCCNC2=O)cc1 (stereo not drawn)	-1.7%	-15.5%

Continued:
SMILES	Hsp70 displacement	Rat MKP-3 inhibitors
CCn1c2ccccc2c2cc(NS(=O)(=O)c3ccccc3[N+](=O)[O-])ccc21	3.7%	-0.7%
CCCOc1ccc(C=C2C(=O)N(C)C(=O)N(C)C2=O)cc1OC	3.0%	5.8%
c1ccn2c(Cc3nnc4ccccn34)nnc2c1	-0.6%	-7.7%
O=C(Oc1cccc2ccccc12)c1ccco1	-1.3%&2.7%	-8.9%&-3.0%
N#C/C(=C\c1ccco1)Sc1nc2ccccc2s1	-5.2%	0.9%
O=C(C1CCCN(S(=O)(=O)c2ccccc2)C1)N1CCN(c2ncccn2)CC1 (stereo not drawn)	3.4%	-3.7%
COc1cccc(-n2nnc3c(=O)n(CC(=O)NC4CCCC4)cnc32)c1	-5.3%	-15.1%
O=C(c1ccccn1)N1CCN(c2ccc(C(F)(F)F)cn2)CC1	9.0%	-6.9%
O=C1CSC(c2ccccn2)N1c1cccc(Cl)c1 (stereo not drawn)	-2.7%	-9.8%
CN(/N=C/c1ccccc1Sc1ccccc1)c1ccccc1	-1.5%	0.6%
COc1ccccc1NC(=O)c1ccc(CN2CCOCC2)cc1	-3.0%&-2.7%	-8.9%&2.4%
O=[N+]([O-])c1ccc(N/N=C/c2ccc(-c3ccc(Cl)cc3)o2)cc1	-30.2%	4.5%
O=S(=O)(c1ccc(F)cc1)N1CCN(Cc2ccccc2C(F)(F)F)CC1	8.5%	-0.9%
CC(NCc1ccccc1)C1COc2ccccc2O1 (stereo not drawn)	2.5%	.
Cn1nnc2c(NCc3ccco3)nccc21	4.8%	1.2%
CCn1cc(C(=O)N2CC(C)CC(C)C2)c(=O)c2cc(S(=O)(=O)N3CCOCC3)ccc21 (stereo not drawn)	2.8%	-4.9%
COc1ccc(N2C(=O)CC(NCc3ccc(Cl)c(Cl)c3)C2=O)cc1 (stereo not drawn)	2.8%	0.9%
Cn1c(=O)c2cn(-c3ccc4c(c3)OCCO4)cc2n(C)c1=O	-0.2%	-8.5%
COc1cc(C)c(/C=C2\C(=O)NC(=O)N(Cc3ccccc3)C2=O)cc1C	-3.4%	3.0%
CC(C)(C)c1csc(NC(=O)c2ccc(Cl)c([N+](=O)[O-])c2)n1	1.3%	-0.2%
O=C(c1cccc(N2C(=O)C3CC=CCC3C2=O)c1)N1CCN(c2ccccc2)CC1 (stereo not drawn)	8.3%	4.6%
CCn1c(CC(=O)Nc2ccccc2F)nnc1SCC(=O)N1CCN(c2ccccc2)CC1	3.2%	-13.9%
Cc1nnc2sc(-c3ccc(NC(=O)c4ccc(-c5ccc(Cl)cc5Cl)o4)cc3)nn12	-180.6%	26.6%
Cc1ccc(C(=O)Nc2cccc(C(=O)O)c2)cc1S(=O)(=O)NCc1ccccc1	-1.2%	1.4%
Cc1ccccc1N(CC(=O)NCc1ccccn1)S(C)(=O)=O	4.4%	0.6%
CCOC(=O)C1CSc2[nH]c(=O)sc2C1c1ccccc1 (stereo not drawn)	14.6%	-11.8%
COc1cc(C(=O)Oc2cccc(C(=S)N3CCOCC3)c2)cc(OC)c1OC	1.4%	4.1%
CCOc1ccccc1N1CCN(C(=O)C(Sc2ccccc2)c2ccccc2)CC1 (stereo not drawn)	3.0%	0.4%
COc1ccc(C2CC(=O)Nc3cc(C)c(C)cc32)c(OC)c1OC (stereo not drawn)	-4.2%	.
COC(=O)c1cc(Br)c(=O)n(Cc2cccnc2)c1	-3.3%	-0.6%
N#C/C(=C/c1ccc(I)o1)c1nc2ccccc2[nH]1	-1.0%	-2.0%
Cc1cccc(C(=O)Nc2cc(Cl)cc(Cl)c2)c1	-3.3%	-4.6%
CCOc1ccc(CC(C(=O)NC)C(=O)NC)cc1CN(C)C	-1.2%	2.6%
O=C(CCC(=O)c1cccs1)c1cccs1	3.3%	.
Cc1ccc(C(c2sc3nc(C)nn3c2O)N2CCN(CCO)CC2)cc1 (stereo not drawn)	2.5%	-8.4%
COC(=O)c1c(C)oc2cc(Br)c(OC(=O)c3ccc([N+](=O)[O-])cc3)cc12	-2.1%	-1.7%
CCOC(=O)c1c(C)oc2ccc(OC(=O)C(C)C)cc12	10.3%	4.6%
COc1ccc(/C=C2/C(=O)NN(c3ccc(C)cc3)C2=O)cc1Br	0.9%	-0.4%
CN(C)CCNC(=O)C1CCCNC1=O (stereo not drawn)	0.2%	.
COc1cccc(/C=c2/sc3nc4ccccc4n3c2=O)c1	3.0%	1.4%
O=C(CCC(=O)c1cccs1)OCC(=O)N1CCN(C(=O)c2ccco2)CC1	0.2%	2.6%
O=C(N/N=C/c1ccc(Sc2cccc3cccnc23)o1)c1cccc(F)c1	-3.1%	5.3%
Brc1ccc(Nc2nc3ccccc3n3nnnc23)cc1	1.9%	.
CCOC(=O)c1cccc(NC(=O)c2c(-c3ccccc3Cl)noc2C)c1	5.5%	2.2%
O=C(CSc1nc2ccccc2[nH]1)Nc1c(F)cccc1F	-4.2%	.
Cc1cc2c(c(=O)n1Cc1ccc3c(c1)OCO3)C(c1cccnc1)C(C#N)=C(N)O2 (stereo not drawn)	1.5%	-1.4%
CCOC(=O)Cn1c(=O)oc2cc(S(=O)(=O)N3CCn4c3nc3ccccc34)ccc21	-6.0%	-11.5%
Cc1cc(OCC(=O)Nc2ccc3c(c2)OCO3)ccc1Cl	2.9%	0.1%
Cc1cccc(N2CCN(C(=O)Nc3ccc(Cl)c(Cl)c3)CC2)c1C	7.2%	0.3%
CCOC(=O)C1=C(N)Oc2cc(O)ccc2C1c1ccc(Cl)cc1 (stereo not drawn)	-7.1%	3.8%

Carrying on:
SMILES	Hsp70 displacement	Rat MKP-3 inhibitors
COCCOC(=O)C1=C(C)NC2=C(C(=O)CC(C)(C)C2)C1c1ccc(Br)cc1 (stereo not drawn)	-1.8%	-0.6%
CCn1c(SCc2ccc(C(=O)OC)o2)nnc1-c1c[nH]c2ccccc12	1.8%	-2.6%
CCN1CCN(CC(=O)N2c3ccccc3CC2C)CC1 (stereo not drawn)	-1.0%	.
CCOC(=O)C1=C(O)/C(=C/c2ccc(C)cc2)SC1=Nc1ccc(C)cc1	4.4%	9.5%
CC(C)N(C(=O)Cn1cnc2c(cnn2-c2ccccc2Cl)c1=O)C(C)C	-2.3%	-0.6%
O=C(CCC(=O)N1CCc2ccccc2C1)N1CCN(S(=O)(=O)c2ccccc2)CC1	0.4%	-15.5%
COc1ccc(-n2cnnc2SCC(=O)NC2CCS(=O)(=O)C2)cc1 (stereo not drawn)	0.8%	.
COc1ccc(OC)c(C2CC(=O)NC(SC)=C2C#N)c1 (stereo not drawn)	1.0%	-7.4%
CCC(=O)Nc1ccc(S(=O)(=O)N2CCN(c3ccc(F)cc3)CC2)cc1	-2.0%	.
Cc1c(N2C(=O)S/C(=C\c3ccccc3)C2=O)c(=O)n(-c2ccccc2)n1C	3.0%	2.7%
COc1ccccc1N1CCN(c2cc(N3CCCC3)nc(C)n2)CC1	1.7%	-1.6%
CC(C)OC(=O)c1c(N)sc2c1CCCC2	1.5%	2.4%
CC(C)c1nnc(NC(=O)CCN2C(=O)c3ccccc3C2=O)s1	4.1%	6.9%
Cc1cc(Cl)ccc1OCC(=O)NCCc1nc2ccccc2[nH]1	0.9%	1.4%
Cc1ccc2occ(CN3CCN(c4ccccc4)CC3)c(=O)c2c1	-1.7%	-0.3%
CCOc1ccc(CN(Cc2ccco2)C(c2cccs2)c2nnnn2C(C)(C)C)cc1 (stereo not drawn)	1.0%	-10.7%
CCSC1=C(C#N)C(c2cccc(Br)c2)CC(=O)N1 (stereo not drawn)	-2.7%	0.0%
CCOc1ccc(OCC)c(NC(=O)CN2CCN(C(=O)c3ccco3)CC2)c1	2.0%	2.3%
O=[N+]([O-])c1ccc(Cl)c(/C=N/NS(=O)(=O)c2ccccc2)c1	-0.9%	0.1%
O=C(/C=C/c1cccc([N+](=O)[O-])c1)Nc1ccc(-c2nc3ccccc3o2)c(O)c1	-56.8%	1.0%
CCOC(=O)c1c(C)c(C(=O)Nc2cc(F)ccc2F)c(C)n1C	12.0%	-7.1%
COc1ccc(NS(=O)(=O)c2ccc(Cl)c(C(=O)Nc3cccc(C(=O)O)c3)c2)cc1	-3.9%	0.8%
O=C(CSC1=NCCS1)Nc1nc2c(s1)CCCC2	5.2%	1.6%
O=C(Nc1ccc(Cl)cc1)c1cc([N+](=O)[O-])ccc1Cl	3.7%	0.6%
CCC(C)OC(=O)C1=C(C)NC(=O)NC1c1cccc(Br)c1 (stereo not drawn)	1.3%	-0.3%
CCCCCCNS(=O)(=O)c1ccc(Cl)s1	0.3%	-1.1%
CC1=CS(=O)(=O)CC1Sc1nc2ccccc2[nH]1 (stereo not drawn)	0.7%	.
O=C1C2C(C(=O)N1c1ccncc1)C1C=CC2C12CC2 (stereo not drawn)	2.2%&-0.7%	1.5%&0.2%

Compounds listed so far containing fluorine:
SMILES	Hsp70 displacement	Rat MKP-3 inhibitors
Cc1cccc2cc(CN(Cc3ccc(F)cc3)C(=O)N3CCOCC3)c(=O)[nH]c12	0.0%	.
Cc1cc(NC(=O)CSc2ccc3nnc(-c4ccc(F)cc4)n3n2)no1	-0.8%	3.2%
O=C(c1cccc(C(=O)N2CCN(c3ccc(F)cc3)CC2)c1)N1CCN(c2ccc(F)cc2)CC1	-0.5%	2.3%
O=C(NC1CCCCC1)N(Cc1ccc(F)cc1)Cc1nc2ccccc2c(=O)[nH]1	2.7%	7.1%
CCN(CC)Cc1c(O)ccc2c(=O)c(Oc3ccccc3Br)c(C(F)(F)F)oc12	1.4%	0.8%
N#C/C(=C/c1cccc(F)c1)C(=O)Nc1cccc(Br)c1	0.0%	3.2%
COc1ccc(C2CC(C(F)(F)F)n3nc(C(=O)Nc4ccc(C(C)O)cc4)c(Cl)c3N2)cc1 (stereo not drawn)	-0.6%	-0.3%
O=C(c1ccccn1)N1CCN(c2ccc(C(F)(F)F)cn2)CC1	9.0%	-6.9%
O=S(=O)(c1ccc(F)cc1)N1CCN(Cc2ccccc2C(F)(F)F)CC1	8.5%	-0.9%
CCn1c(CC(=O)Nc2ccccc2F)nnc1SCC(=O)N1CCN(c2ccccc2)CC1	3.2%	-13.9%
O=C(N/N=C/c1ccc(Sc2cccc3cccnc23)o1)c1cccc(F)c1	-3.1%	5.3%
O=C(CSc1nc2ccccc2[nH]1)Nc1c(F)cccc1F	-4.2%	.
CCC(=O)Nc1ccc(S(=O)(=O)N2CCN(c3ccc(F)cc3)CC2)cc1	-2.0%	.
CCOC(=O)c1c(C)c(C(=O)Nc2cc(F)ccc2F)c(C)n1C	12.0%	-7.1%
